# Screening data from PubChem BioAssay.
# NPYLR7 agonist: activates Aedes aegypti NPYLR7 receptor. HEK293T NPYLR7/Galpha15, GCaMP6s calcium fluorescence. activation, % at 10 µM. 0.15% of 270,000 active. AID 1259423; in the data active = activation above about 40%;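 note: 0% = vehicle and 100% = reference agonist at the receptor; some compounds past the cut are filed as inactive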
# mcGAS lum: blocks mouse cGAS activity | AID 1259399 | inhibition, % at 12.5 µM | recombinant cGAS, Kinase-Glo ATP depletion luminescence | 0.15% of 160,000 active;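 note: 0% = negative control wells and 100% = reference inhibitor with no enzyme activity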
# hcGAS lum: blocks human cGAS activity | Q8N884 | recombinant h-cGAS, ATP depletion, Kinase-Glo luminescence | inhibition, % at 12.5 µM | 0.081% of 290,000 active;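 note: 0% = vehicle reaction and 100% = reaction without DNA for no activity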
# Target sequence (Q8N884 whole entry, looked up): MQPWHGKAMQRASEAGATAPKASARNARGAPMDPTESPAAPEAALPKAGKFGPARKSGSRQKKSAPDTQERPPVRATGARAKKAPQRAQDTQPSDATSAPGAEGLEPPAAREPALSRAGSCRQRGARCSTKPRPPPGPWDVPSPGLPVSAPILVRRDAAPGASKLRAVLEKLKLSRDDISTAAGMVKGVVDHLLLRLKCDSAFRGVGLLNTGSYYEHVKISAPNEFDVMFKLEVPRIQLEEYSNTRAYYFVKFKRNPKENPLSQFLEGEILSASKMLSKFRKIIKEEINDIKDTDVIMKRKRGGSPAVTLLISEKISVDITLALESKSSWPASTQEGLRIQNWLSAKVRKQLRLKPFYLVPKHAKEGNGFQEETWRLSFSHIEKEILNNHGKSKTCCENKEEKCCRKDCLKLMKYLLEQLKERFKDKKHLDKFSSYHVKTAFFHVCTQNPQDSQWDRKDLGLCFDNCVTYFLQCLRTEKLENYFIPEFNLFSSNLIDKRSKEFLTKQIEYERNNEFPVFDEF
# Starred values were filed as active, the others as inactive; x = not tested or not shown; & = joins results of further samples. Cut-off read from the data, not from the text of the source, unless noted: active = inhibition above about 40%; inactive = the rest. Rows were taken by chance, and some 0.27% of all compounds hit somewhere here.
SMILES	NPYLR7 agonist	mcGAS lum	hcGAS lum
CSc1nc(N2CCCCC2)c2cnn(CCNC(=O)c3cc4ccccc4o3)c2n1	x	-7.8	-5.6
CNc1ccc(-c2ccc(N)nc2)cn1	0.4	x	-11.2
Cc1ccc(S(=O)(=O)N(C)C)cc1NC(=S)NN1CCOCC1	-0.8	x	-5.9
CCc1cccc2c(C(CC(=O)NCCc3ccc(Cl)cc3Cl)c3cccc(C(F)(F)F)c3)c[nH]c12 (centres undefined)	13.0	-6.3	-2.7
CN(C)c1ccc(C(=O)OCC(=O)Nc2ccc(F)cc2)cc1	9.3	x	-6.1
COc1cc(OC)cc(C(=O)N2CCCN(C(=O)CN3CCc4sccc4C3c3ccc(Cl)cc3)CC2)c1 (centres undefined)	10.1	-4.8	-2.6
CCc1nc2n(n1)C(=O)C(C(c1ccc(OC)cc1)N1CCN(CC)CC1)S2 (centres undefined)	-1.5	-6.9	-2.3
COc1cc2c(cc1OC)CN(Cn1nc(C)c([N+](=O)[O-])c1C)CC2	6.0	-7.9	-3.5
COCCCNCC(=O)N1CC(=O)N(c2ccc(Cl)cc2)C1	7.7	-2.6	-3.0
O=C(/C=C/c1ccccc1Cl)Nc1ccc(Cn2ccccc2=O)cc1	15.2	x	-0.3
CC(C)c1ccccc1N1C(=O)CSC1c1ccc(NC(=O)c2ccc(Cl)c(Cl)c2)cc1 (centres undefined)	10.2	-3.5	-4.7
O=S(=O)(c1ccc(F)cc1)N(c1ccccc1)S(=O)(=O)c1ccc2ccccc2c1	4.9	x	-2.4
COc1ccc(CNC(=O)c2cccnc2N2CCN(S(=O)(=O)c3ccc(NC(C)=O)cc3)CC2)cc1	1.8	-6.1	-4.2
COc1ccc2nc(N(CC3CCCO3)C(=O)c3cc(C)nn3C)sc2c1 (centres undefined)	3.8	x	-4.2
CC(=O)c1cccc(S(=O)(=O)N2CCN(CN3C(=O)NC4(CC(C)CC(C)(C)C4)C3=O)CC2)c1 (centres undefined)	4.5	x	3.1
CC(C)(C)c1cc(NC(=O)c2ccc(F)c(F)c2)n(-c2ccc(C#N)cc2)n1	30.0	-6.8	-0.8
CCn1cc(Br)c(C(=O)NC(=S)Nc2cnn(C)c2C)n1	2.7	x	-7.9
OCC(O)CSc1ncccc1Br (centres undefined)	-11.0	x	1.4
CN(C)CCNS(=O)(=O)c1ccc(F)cc1F	8.3	-8.1	-7.3
Cc1ccccc1-n1nc2c(c1NC(=O)c1ccc(S(=O)(=O)N(C)C)cc1)CS(=O)(=O)C2	-3.3	x	-5.9
COc1ccc(-c2cc(NC(=O)c3cc(F)cc(F)c3)ccc2OC)cc1	-4.4	x	0.9
Cc1sc2ncnc(SCC(=O)c3cccs3)c2c1C	8.6	x	-8.9
CNC(=O)[C@H]1CN(C(=O)N2CCOCC2)[C@]2(C)C(=O)N(CC(=O)N(C)C)c3ccccc3[C@H]12	15.9	-5.2	3.8
COc1cc2c(nn1)CCN(Cc1c(C)nn(C)c1Cl)C2	3.3	x	-10.8

# Full records from above. Order of screens: NPYLR7 agonist	mcGAS lum	hcGAS lum
# Cc1sc2ncnc(SCC(=O)c3cccs3)c2c1C across the screens: 8.6	x	-8.9
# CC(C)(C)c1cc(NC(=O)c2ccc(F)c(F)c2)n(-c2ccc(C#N)cc2)n1 across the screens: 30.0	-6.8	-0.8
# OCC(O)CSc1ncccc1Br (centres undefined) across the screens: -11.0	x	1.4
# CC(=O)c1cccc(S(=O)(=O)N2CCN(CN3C(=O)NC4(CC(C)CC(C)(C)C4)C3=O)CC2)c1 (centres undefined) across the screens: 4.5	x	3.1
# CNC(=O)[C@H]1CN(C(=O)N2CCOCC2)[C@]2(C)C(=O)N(CC(=O)N(C)C)c3ccccc3[C@H]12 across the screens: 15.9	-5.2	3.8

# (listing goes on)
SMILES	NPYLR7 agonist	mcGAS lum	hcGAS lum
CCN1C(=O)CC(CC(=O)N2CC3CCC2C3)(c2cccc(C(F)(F)F)c2)C1=O (centres undefined)	0.4	-12.6	-8.1
Clc1ccc(-c2ccc(CNC3CCCc4c3cnn4-c3ccccn3)o2)cc1 (centres undefined)	3.1	x	-8.1
CC1=CC2CC1C1C(=O)N(C(C)C(=O)N3c4ccccc4CC3C)C(=O)C21 (centres undefined)	-0.3	-7.1	-3.9
CCC(C)NC(=O)C1CCC(c2ccccc2)N(C(=O)NCc2ccccc2)C1 (centres undefined)	x	-3.8	-1.2
Cc1cc(N(C)CCO)nc(-c2cccnc2)n1	26.2	-19.1	-5.5
CCc1c(C)nc(-n2nc(C)cc2NC(=O)c2ccc(OC)cc2OC)[nH]c1=O	7.4	-7.7	-10.4
CC1CCCN1c1ccc(C(=O)N2CCCN(c3ncccn3)CC2)cn1 (centres undefined)	11.1	x	-1.1
COCCN(CC(=O)N(Cc1ccc2c(c1)OCO2)Cc1ccc(C)o1)C(=O)Nc1ccc(C(C)C)cc1	-1.4	-7.2	-15.1
CCc1ccccc1N1CCN(C(=O)CC(=O)Nc2ccccc2C)CC1	4.7	x	-5.0
O=C(CN1C(=O)NC2(CCCC2)C1=O)c1ccc(Cl)s1	-3.8	x	-4.5
Cc1nc2c(c(N3CCOc4ccc(Cl)cc4C3)n1)CNC2	2.3	x	12.5
Cn1cc(CNC(=O)C(C)(C)Oc2cccc(Cl)c2)cn1	3.5	x	-16.8
O=C(c1cn(Cc2cccc3ccccc23)nn1)N1CCN(c2nc3ccccc3o2)CC1	12.4	x	0.2
COc1ccccc1C(NC(=O)c1oc2ccccc2c1C)c1nccn1C (centres undefined)	6.3	x	-4.6
COc1cccc2cc(C(=O)NC(C)=O)c(=Nc3ccccc3F)oc12	-12.3	-5.6	-2.5
Cc1ccccc1CC(=O)NCC(C)(C)N1CC(C)OC(C)C1 (centres undefined)	3.0	x	-19.1
O=C1C2C(C(=O)N1c1cccc3ccccc13)C1C=CC2C12CC2 (centres undefined)	6.9	0.3	-1.4
C=C(C)Cn1c(C)cn2c3c(=O)n(C)c(=O)n(C)c3nc12	1.2	x	-8.2
CCCCN(C(=O)C1CCC1)c1c(N)n(CC(C)C)c(=O)[nH]c1=O	9.8	x	-5.2
COc1ccc(-c2cc(COC(=O)Cc3ccc(F)cc3)no2)cc1	-0.2	x	-0.1
Cn1nc(CO)c2c1CCN(C(=O)c1cccc(CC3CCNCC3)c1)C2	0.5	-9.8	-6.2
Cc1cc(NC(=O)c2ccc(C)c(Cl)c2)c(C)cn1	-21.4	x	-11.7
CCNC(=O)c1ccc(N2CCN(Cc3ccc(OC)c(C)c3C)CC2)nc1	16.4	x	-3.1
N#Cc1c(N)nc(SCC(=O)OCc2ccccc2)c(C#N)c1-c1ccc(O)cc1	-2.2	x	-3.4
C=CCN1C(=O)C2(SC(NC(C)=O)=NN2C(C)=O)c2cc(Cl)ccc21 (centres undefined)	1.3	-3.3	-2.3
C#CCNC(=O)CC[C@@H]1CNC(=O)[C@@H]2C[C@H](NC(=S)Nc3ccc(N4CCOCC4)nc3)CN12	-8.4	-7.1	-4.5
CCC(NCc1cnc(SC)nc1N1CCN(c2ccc(OC)cc2)CC1)c1ccccc1 (centres undefined)	2.1	-6.1	-4.5
CC1Cc2cc(-c3cc(CNC(=O)CSc4nc5ccccc5o4)no3)ccc2O1 (centres undefined)	-0.9	x	-1.6
C=CCN(CC(=O)N1CCc2sccc2C1COc1ccc(C)cc1C)CC(O)Cc1ccccc1 (centres undefined)	6.1	-5.0	-1.3
CCCS(=O)(=O)NCCNc1cc(-n2nc(C)cc2C)ncn1	-8.1	-8.4	-7.4
c1cncc(CN2CCN(c3cc(-c4ccc5ccccc5c4)nc4ccnn34)CC2)c1	-5.7	1.7	-0.7
CCn1ncc(NC(=O)Cn2ccc(-c3cc4ccccc4o3)n2)n1	10.7	x	-6.5
Cc1nn(C(C)(C)C)c2nc(C(C)C)cc(C(=O)NCC3CC3)c12	3.5&5.1	-10.2	0.2&-2.9
COc1cccc(C(CN2CCN(C(=O)c3ccc(F)c(F)c3)CC2)OCc2ccc(C#N)cc2)c1 (centres undefined)	-4.1	-7.1	-5.6
CCOC(=O)c1sc2nccc3c2c1N=CN3c1ccccc1	1.7	x	-6.4
CCCNC(=O)NC(=O)CN(Cc1ccc(C(F)(F)F)cc1)C1CC1	-7.4	x	0.3
O=C(Cn1c(CC2CCS(=O)(=O)C2)nc2ccccc21)Nc1cccc(F)c1 (centres undefined)	2.8	x	-2.9
Cc1cc(=O)[nH]c(-n2nc(-c3cccs3)cc2NC(=O)c2cc3ccccc3o2)n1	0.3	x	-10.9
Cc1ccnc(NCCNC(=O)c2cc3cc(F)ccc3[nH]2)c1	-2.7	x	2.1
O=C(Cc1ccccc1Br)NCc1cn2c(n1)CCCC2	14.5	x	-5.1
CCc1nc(CN2CCCC(N(C)c3ccc4nnnn4n3)C2)no1 (centres undefined)	5.5	x	0.1
COCCn1c(SCC(=O)NC(=O)NC(C)C)nc2sc3c(c2c1=O)CCCC3	4.9	-6.4	0.9
CC1(C)CC(=O)C2=C(C1)OC(=N)C(C#N)C2c1ccc(O)c(O)c1 (centres undefined)	8.9	-2.6	-1.7
COc1cccc(/C=N\NC(=O)CSc2nnc(-c3ccccc3)n2-c2ccccc2)c1O	-3.3	x	-3.6
CCc1noc(C)c1C(=O)OC(C)C(=O)N1CC(=O)Nc2ccccc21 (centres undefined)	3.1	x	2.7
CC(C(=O)NCC1CCC(C(N)=O)O1)c1ccc(Cl)s1 (centres undefined)	-1.1	x	-12.5
O=c1[nH]c(CN(Cc2ccccc2F)C2CC2)nc2ccsc12	-12.1	x	-6.2
C/C(=N\Nc1ccc([N+](=O)[O-])cc1[N+](=O)[O-])c1cccc2ccccc12	0.7	-5.3	-7.9
O=C(NC1CCCc2nc(-c3ccccc3)ncc21)c1ccoc1 (centres undefined)	-0.7	-8.3	-7.4
COC(=O)c1sc(NC(=O)CCl)c(C(=O)OC)c1C	-8.0	-3.1	-5.1
CCCc1ccccc1N1C(=O)CSC1c1cccc(NC(=O)c2cccc(Br)c2)c1 (centres undefined)	12.3	-5.6	-5.9
O=C(NCC1CCN(Cc2ccc3nonc3c2)C1)NC1CCCC1 (centres undefined)	1.4	-12.0	-1.7
CCOC(=O)c1sc(NC(=O)C2CC2)c(C(=O)OCC)c1C	7.1	x	-6.6
CC(C)CC(=O)C(=O)N1CCCC(C(=O)Nc2cccc(-c3cc4ccccc4[nH]3)c2)C1 (centres undefined)	2.2	-2.7	-0.6
Cc1nccn1-c1cc(NCCNC(=O)c2cc3ccccc3oc2=O)ncn1	-17.7	-1.5	11.4
O=C(Nc1cccc(-c2cccc(-c3ccc(F)cc3)n2)c1)c1ccc(F)c(Cl)c1	16.3	-6.8	-8.7
COc1ccccc1/C=C/CN1CCN(CC(C)(C)C)C(CCO)C1 (centres undefined)	17.3	-9.9	-7.4
CC(C)(C)CN1CC(O)CN(C(=O)c2ccc(Cl)cc2)CC1=O (centres undefined)	4.4	-6.2	-0.7
CC(=O)NC(CCC(N)=O)C(=O)NC1CCC(C)(C)c2ccccc21 (centres undefined)	0.9	x	-4.2
O=C(Cc1ccc2c(c1)CCC2)NCC1CCN(c2ccccc2)C1 (centres undefined)	49.1*	-0.5	1.4

# Next part
SMILES	NPYLR7 agonist	mcGAS lum	hcGAS lum
COc1ccc(NC(=O)C(C2CCCC2)N2CCN(C(=O)c3cccc(Br)c3)CC2)cc1 (centres undefined)	-2.4	-4.8	-5.0
Cc1cc(C)n(C)c(=O)c1C(=O)NCc1cccnc1N1CCCN(C)CC1	x	-7.0	-3.4
Cc1n[nH]c(C)c1CNC(=O)c1cc(COc2c(F)cccc2F)on1	2.6	x	-0.5
CCOC(=O)Cn1c(C)cn2c3c(=O)n(CC)c(=O)n(C)c3nc12	-1.0	x	-6.4
COCC(=O)Nc1ccc(N2CCN(C(=O)Cc3cccs3)CC2)nc1	-0.4	-6.5	-4.9
Cc1cccc(-n2ccnc2S(=O)(=O)C(C)C(=O)N(C(C)C)C(C)C)c1 (centres undefined)	15.0	x	-9.9
O=C(Oc1ccc2ccc(=O)oc2c1)c1cccc([N+](=O)[O-])c1	-1.0	-4.6	-4.3
COc1ccc(Nc2ccc(Nc3ccc([N+](=O)[O-])cc3[N+](=O)[O-])cc2)cc1	-1.0	x	-12.9
COc1ccc(Cl)cc1CN(C)C(=O)CCC(=O)NC1CCCC1	6.2	-7.9	-6.7
COc1cccc(-c2cc(C(=O)NCc3cccc(C(F)(F)F)c3)n(-c3ccccc3)n2)c1	9.7	-4.1	-2.8
Cc1ccc([N+](=O)[O-])cc1N1C(=O)C=CC1=O	-1.9	-3.3	-4.6
CC(NS(=O)(=O)Cc1ccc(F)cc1)c1cccc(OC(F)F)c1 (centres undefined)	-0.8	x	-4.7
Cc1ccc(C(=O)N2CCC3(CC2)SCC(=O)N3Cc2ccccc2)cc1	3.1	x	9.3
Cc1cccc(-n2nnnc2SCC(=O)N2CCN(C(=O)c3cccs3)CC2)c1	6.9	-2.6	-2.1
Cc1ccccc1/C=C1\Oc2c(ccc3c2CN(C2CCS(=O)(=O)C2)CO3)C1=O (centres undefined)	42.4	9.1	23.0
COCCN(CCOC)C(=S)Nc1cccc(C(F)(F)F)c1	-4.0	-6.9	-7.0
